SR-BI DiI inh = blocks mouse SR-BI lipid uptake from DiI-HDL; inhibition, % at 12.5 µM; AID 488896; 0.96% of 320,000 active; ldlA[mSR-BI] CHO cells, DiI-HDL uptake fluorescence, 3 h; Q61009;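 active means mean replicate inhibition of at least 70% and a set share of replicates each scoring 70 or more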;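 further: 0% = median of neutral control wells and 100% = median of positive control wells; values of inactives mirror those of a sister screen read the other way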
Target sequence (Q61009 whole entry, looked up): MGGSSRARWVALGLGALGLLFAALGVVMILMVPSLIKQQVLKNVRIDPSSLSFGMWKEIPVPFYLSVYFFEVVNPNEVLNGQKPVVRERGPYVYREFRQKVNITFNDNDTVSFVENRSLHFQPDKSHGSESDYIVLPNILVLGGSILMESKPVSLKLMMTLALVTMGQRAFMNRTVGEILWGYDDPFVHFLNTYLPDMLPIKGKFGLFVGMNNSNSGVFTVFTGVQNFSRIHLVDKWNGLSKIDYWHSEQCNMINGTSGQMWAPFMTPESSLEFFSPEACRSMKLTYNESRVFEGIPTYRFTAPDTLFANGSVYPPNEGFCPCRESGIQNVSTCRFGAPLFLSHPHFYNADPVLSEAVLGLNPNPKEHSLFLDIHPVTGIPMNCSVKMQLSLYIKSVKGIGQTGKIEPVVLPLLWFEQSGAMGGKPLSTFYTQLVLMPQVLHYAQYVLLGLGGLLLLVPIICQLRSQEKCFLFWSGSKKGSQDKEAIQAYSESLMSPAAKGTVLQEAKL
Wnt act = activators of Wnt/beta-catenin signaling; Wnt/beta-catenin reporter cell assay, activator, plate reader; activation, % at 9.35 µM; 1.2% of 300,000 active; AID 743398; in the data active means activation above about 30%, passing the limit was not always enough;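 further: 0% = neutral control wells and 100% = positive control wells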
Tat transport = inhibitors of E. coli Tat protein transport | AID 488895 | 0.036% of 340,000 active | inhibition, % at 10 µM | E. coli MC4100 TorA-mCherry Tat export, fluorescence;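 active means mean replicate inhibition at least 50% and at least half of replicates individually reaching 50%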;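 further: exported cargo escapes ClpAP degradation while cytoplasmic cargo is degraded and loses fluorescence; 0% = median of neutral control wells and 100% = median of NaSCN control wells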
CAL PDZ FP-1 = human CAL PDZ-peptide interaction inhibition; inhibition, % at 20 µM; AID 504414; purified CAL PDZ, TMR-peptide fluorescence polarization, 1 h; 0.02% of 330,000 active;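 active means highest replicate inhibition of at least 40%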;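 further: plate controls were DMSO neutral control wells for no effect and unlabeled competitor peptide control wells for full effect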
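Material – purified CerCALP PDZ construct · Detection – FP readout, S and P plane fluorescence · Measure – percent inhibition from loss of millipolarization · Controls – unlabelled peptide for full inhibition, DMSO wells as neutral · Probe or stimulus – TMR-labelled reporter peptide T*-PRC34 bound in PDZ groove · Times – 1 h at RT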
AddAB inh = less growth of phage-infected E. coli with AddAB; E. coli expressing H. pylori AddAB, absorbance growth; inhibition, % at 11.9 µM; 0.29% of 330,000 active; in the data active means inhibition above about 12%;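 further: 0% = vehicle wells of infected cells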
Ecoli viability = bacterial growth inhibition, counter-screen for AddAB inhibitors | AID 449728 | 0.27% of 330,000 active | inhibition, % at 11.9 µM | E. coli V3065 growth, OD600 absorbance, 18 h;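 active means inhibition above the campaign's mean inhibition across all tested compounds plus 3 SD, cut at about 9.9% in these data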;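 further: uninfected addAB+ strain grown without phage in ampicillin broth; 0% = DMSO wells and 100% = ciprofloxacin 0.95 µg/ml wells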
MITF act = MITF TRPM1 promoter activation in melanoma cells | activation, % at 12.5 µM | SK-MEL-5 TRPM1-promoter luciferase, 24 h; % of positive control, neutral wells = 0 | AID 588334 | 0.75% of 300,000 active;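 active means mean activation of at least 80% with every replicate also reaching 80%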;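 further: 0% = neutral control wells and 100% = parthenolide positive control wells; values of inactives mirror those of a sister screen read the other way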
phage Ecoli inh = E. coli growth loss with phage present; growth absorbance; inhibition, % at 11.9 µM; 0.26% of 360,000 active; in the data active means inhibition above about 11%
SR-BI DiI-HDL act = activators of SR-BI mediated HDL lipid uptake; activation, % at 12.5 µM; AID 504775; 0.096% of 320,000 active; CHO ldlA[mSR-BI] cells, DiI-HDL uptake fluorescence, 3 h; 100 = double the neutral-control signal;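 active means mean replicate activation of at least 60% and every replicate at or above 60%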;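 further: 0% = median plate neutral-control signal and 100% = twice that signal; values of inactives mirror those of a sister screen read the other way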
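Test system: SR-BI-overexpressing, LDLR-lacking CHO cells. Measured by: DiI fluorescence, bottom read. Medium: Ham's F12 with 0.5% BSA, HEPES 25 mM, pH 7.4. Timing: 3 h uptake period with compound, 37 °C.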
CAL PDZ FP-2 = CAL PDZ (human) peptide binding inhibition; Q9HD26; purified CAL PDZ, TMR-peptide fluorescence polarization, 1 h; inhibition, % at 24.9 µM; 0.92% of 300,000 active; AID 602252;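 active means mean inhibition of at least 30% with at least half of replicates also reaching 30%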;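 further: 0% = DMSO neutral control and 100% = excess unlabeled competitor peptide PRC23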
The depositor's hits bear a star; / = no result given.

1	CC(C)c1nc(N2CCOCC2)c(C#N)c2c1CCC2
2	COc1ccc(/C=N/Nc2cc(C)nc3ccc(Br)cc23)cc1
3	CCOC(=O)c1cc(C#N)c(N2CCN(C(=O)c3ccccc3)CC2)nc1C(F)(F)F
4	CCCCCOc1ccc(/C=C/c2c([N+](=O)[O-])c(=O)n(C)c(=O)n2C)cc1
5	Cc1cc(NC(=O)CSc2nc3ccccc3c(=O)n2-c2ccccc2)no1
6	Cc1cc2oc(=O)cc(CN3CCN(Cc4ccc5c(c4)OCO5)CC3)c2cc1C
7	O=c1[nH]c2sc3c(c2c(=O)n1Cc1ccccc1)CCC3
8	O=C(Nc1ccc(S(=O)(=O)N2CCCCC2)cc1)c1ccc(Cl)nc1
compound no.	1	2	3	4	5	6	7	8
SR-BI DiI inh	-9	64	10	-20	3	-1	-43	49
Wnt act	/	-3	0	1	/	/	/	-5
Tat transport	-5	0	5	2	-3	4	-4	-10
CAL PDZ FP-1	-1.5	-0.2	-1.9	0.7	-1.7	/	-0.2	-0.9
AddAB inh	0.4	-1.1	1.4	-1.0	1.0	2.1	1.9	-2.4
Ecoli viability	-2.3	-1.9	-3.0	-2.5	-2.3	1.2	3.0	-0.8
MITF act	/	-98	-6	2	-1	5	2	-7
phage Ecoli inh	1.6	5.5	-0.1	-1.1	1.6	2.1	0.2	3.1
SR-BI DiI-HDL act	9	-64	-10	20	-3	1	43	-49
CAL PDZ FP-2	/	-5	4	-3	-2	-7	-2	-3

9	Cc1ccccc1-c1cc(C(=O)N/N=C/c2cccnc2)c2ccccc2n1
10	O=S(=O)(NC1CCCCC1N1CCCCC1)c1ccc(Cl)cc1 (centres undefined)
11	Cc1ccc2c(c1)=C(c1ccccc1)N(O)CC(=O)N=2
12	CSc1ccc(Cl)c(C(=O)NCCOc2ccccc2)c1
13	CCCCNC(=S)NNC(=O)c1ccc(Br)o1
14	Cc1nn(CC2CC2)c(=O)n1-c1ccc(C(C)C)cc1
15	C/C(=N\NC(=O)c1csc(C)c1C)c1ccc(Cl)s1
16	Cc1ccc2nc(C)cc(C(=O)N/N=C/c3ccncc3)c2c1
compound no.	9	10	11	12	13	14	15	16
SR-BI DiI inh	13	5	-39	-6	-27	5	17	9
Wnt act	-1	2	2	/	/	4	18	-2
Tat transport	-8	11	4	2	-15	-1	1	-4
CAL PDZ FP-1	-2.9	0.3	-1.4	-7.0	-3.3	-1.6	-1.6	-1.2
AddAB inh	/	0.8	1.4	2.4	3.3	1.0	1.1	1.3
Ecoli viability	/	1.1	1.4	0.2	1.9	0.9	-2.1	0.4
MITF act	-9	-15	5	29	1	3	49	-7
phage Ecoli inh	0.9	-0.8	1.7	3.4	2.3	1.8	0.6	1.9
SR-BI DiI-HDL act	-13	-5	39	6	27	-5	-17	-9
CAL PDZ FP-2	-2	-5	-7	-3	1	-1	-3	/

An excerpt of these results, field by field.
14. Cc1nn(CC2CC2)c(=O)n1-c1ccc(C(C)C)cc1
  SR-BI DiI inh = 5; Wnt act = 4; Tat transport = -1; CAL PDZ FP-1 = -1.6; AddAB inh = 1.0; Ecoli viability = 0.9; MITF act = 3; phage Ecoli inh = 1.8; SR-BI DiI-HDL act = -5; CAL PDZ FP-2 = -1
6. Cc1cc2oc(=O)cc(CN3CCN(Cc4ccc5c(c4)OCO5)CC3)c2cc1C
  SR-BI DiI inh = -1; Wnt act = /; Tat transport = 4; CAL PDZ FP-1 = /; AddAB inh = 2.1; Ecoli viability = 1.2; MITF act = 5; phage Ecoli inh = 2.1; SR-BI DiI-HDL act = 1; CAL PDZ FP-2 = -7

Further compounds follow.
17	O=C(/C(=C/O)N=Nc1ccccc1)c1ccc(Cl)cc1
18	CN(Cc1nccn1C)C(=O)CC1C(=O)NCCN1Cc1ccc(F)cc1Cl (centres undefined)
19	O=C(NCc1ccc2c(c1)OCO2)C1CCCN1S(=O)(=O)c1ccc(Cl)cc1 (centres undefined)
20	O=C(Nc1ccc(S(=O)(=O)N2CCCCCC2)cc1)c1ccco1
21	COC(=O)N/N=C(\C)c1ccco1
22	C=CCNC(=O)COC(=O)c1cc(S(=O)(=O)N2CCOCC2)ccc1N1CCCCC1
23	FC(F)(F)c1cccc(N2CCN(C3CC4CCC3C4)CC2)c1 (centres undefined)
24	N#CCCNC(=O)CCN1CCOCC1
compound no.	17	18	19	20	21	22	23	24
SR-BI DiI inh	5	-14	-14	18	-12	-29	-10	-7
Wnt act	-2	1	0	16	-2	/	-1	/
Tat transport	0	-4	-2	-5	-6	-2	-5	6
CAL PDZ FP-1	-0.8	-0.4	-1.6	-1.5	0.0	/	-1.5	-0.2
AddAB inh	3.0	2.3	2.0	0.5	-3.1	0.6	1.3	1.9
Ecoli viability	-1.2	1.1	-0.1	-3.2	-1.2	-0.5	1.6	-2.5
MITF act	-13	6	2	/	-5	0	/	13
phage Ecoli inh	2.1	0.9	1.2	1.7	4.2	-3.5	-0.7	2.6
SR-BI DiI-HDL act	-5	14	14	-18	12	29	10	7
CAL PDZ FP-2	-3	-2	-3	-7	5	1	0	-2

25	CC(C)C[C@H](NC(=O)c1nc[nH]c1C(=O)N1CCN(c2ccccc2)CC1)C(=O)OC(C)(C)C
26	Cc1c(Br)c([N+](=O)[O-])nn1CC(=O)Nc1ccc(Cc2ccncc2)cc1
27	CCc1ccc(C2C(C(=O)O)c3ccccc3C(=O)N2C)cc1 (centres undefined)
28	Cc1nc(NC(C)C(=O)O)c2nc(C)oc2n1 (centres undefined)
29	CCOC(=O)C1=C(O)C(=O)N(c2ccc(S(N)(=O)=O)cc2)C1c1ccc(Br)cc1 (centres undefined)
30	O=C(CCCn1nnnc1CN1CCOCC1)N1CCC(c2ccc(F)cc2)C1 (centres undefined)
31	CC(=O)c1ccc(NC(=O)Nc2ccc(S(=O)(=O)N3CCCC3)cc2)cc1
32	CCOC(=O)N1CCN(C(=O)CNS(=O)(=O)c2cccs2)CC1
compound no.	25	26	27	28	29	30	31	32
SR-BI DiI inh	-15	26	-13	0	-17	-10	17	10
Wnt act	0	-6	/	2	0	0	1	-5
Tat transport	14	-5	-22	-3	-1	2	3	-7
CAL PDZ FP-1	1.6	-1.1	-1.8	-1.2	-1.9	-0.2	-23	-0.8
AddAB inh	1.3	4.8	-0.2	0.8	0.4	2.3	/	-0.2
Ecoli viability	-5.1	2.1	-4.0	3.7	-1.8	-2.1	/	2.3
MITF act	0	-10	3	-4	-3	-6	-1	/
phage Ecoli inh	1.1	1.9	-4.3	5.1	-0.5	0.8	6.3	2.3
SR-BI DiI-HDL act	15	-26	13	0	17	10	-17	-10
CAL PDZ FP-2	-1	6	-3	6	-6	-3	-2	-1

33	Cc1ccc(CC(=O)Nc2cc(C)ccn2)cc1
34	Cc1ccc(CN(CC(=O)NC(C)(C)C)C(=O)CNC(=O)c2cccs2)cc1
35	Cc1snc(S(=O)(=O)/C(C#N)=N\Nc2ccccc2)c1C#N
36	CN1C/C(=N\S(=O)(=O)c2ccccc2)N(C)C1=O
37	CC(=O)NC(CC(=O)NC(C)c1ccc(Cl)cc1Cl)c1ccccc1 (centres undefined)
38	CCOc1ccc(-c2cc(CCCC(=O)NCCCOC)no2)cc1
39	Cc1ccc(C)c(C(C)NC(=O)C2CCCO2)c1 (centres undefined)
40	CCN1CCN(c2ccc(S(=O)(=O)N3CCOCC3)cc2NC(=O)CCOc2ccccc2)CC1
compound no.	33	34	35	36	37	38	39	40
SR-BI DiI inh	-20	-18	7	-9	-13	0	/	-2
Wnt act	8	-4	/	/	-1	/	0	3
Tat transport	-5	-10	-1	0	-12	1	4	2
CAL PDZ FP-1	0.1	-0.3	-0.4	-0.8	0.0	/	-0.8	-2.1
AddAB inh	1.8	1.7	1.9	3.8	-1.7	-0.1	-0.2	4.2
Ecoli viability	-1.2	3.6	1.1	1.0	0.4	0.6	-1.9	2.1
MITF act	11	0	8	-1	-9	-25	-8	13
phage Ecoli inh	1.6	4.3	3.6	4.1	3.2	2.5	3.5	1.9
SR-BI DiI-HDL act	20	18	-7	9	13	0	/	2
CAL PDZ FP-2	-1	5	-4	3	-2	-5	/	-4

41	COc1ccc(-c2csc(NC(=O)CN3C(=O)CCC3=O)n2)c(OC)c1
42	Cc1cc(OCC(=O)N(C)c2c(N)n(Cc3ccccc3)c(=O)[nH]c2=O)c(C(C)C)cc1Cl
43	COc1ccc(CC(=O)NCCS(=O)(=O)N2CCN(c3ccc(F)cc3)CC2)cc1OC
44	Cc1cnc2cc([N+](=O)[O-])ccc2n1
45	Cc1cc(-c2ccccc2)nc(-c2ccccc2)c1C
46	Nc1nc(SCC(=O)N2N=C3/C(=C\c4ccco4)CCCC3C2c2ccco2)n[nH]1 (centres undefined)
47	O=C(COc1ccc([N+](=O)[O-])cc1)Nc1ccc(S(=O)(=O)N2CCOCC2)cc1
48	COc1ccccc1CCN1CCCC(CN(C)C(=O)CCC(N)=O)C1 (centres undefined)
compound no.	41	42	43	44	45	46	47	48
SR-BI DiI inh	10	9	22	-12	49	5	/	19
Wnt act	-1	1	4	0	-1	-4	-2	1
Tat transport	3	3	0	-7	9	-1	4	1
CAL PDZ FP-1	-0.2	0.7	-1.9	-0.6	0.6	-0.1	-3.2	0.3
AddAB inh	1.4	0.2	2.2	2.1	1.0	/	0.6	3.6
Ecoli viability	-0.9	0.4	1.0	-0.9	0.8	/	-0.3	2.5
MITF act	12	-11	-41	-4	8	-10	-2	/
phage Ecoli inh	2.8	1.6	1.4	2.1	3.8	-0.3	2.0	2.8
SR-BI DiI-HDL act	-10	-9	-22	12	-49	-5	/	-19
CAL PDZ FP-2	-1	/	0	2	-2	-2	-4	-7

49	CN1CCN(CCCNC(=O)c2ccc(Cn3c(=S)[nH]c4ccc(Br)cc4c3=O)cc2)CC1
50	Cn1c(SCC(=O)N2CCOCC2)nnc1-c1ccccc1
51	O=C1c2ccccc2C(=O)N1CCc1c[nH]c2ccc(O)cc12
52	Cc1ccc(NC(=O)N2CCCC(C(=O)O)C2)cc1 (centres undefined)
53	O=C(c1ccccc1)c1ccc2nc(Nc3ccccc3)c3nncn3c2c1
54	CCOc1ccc(OCCOC(=O)CNC(=O)c2ccc(Cl)cc2Cl)cc1
55	O=C(c1ccco1)N1CCN(CCCCOc2ccc(F)cc2)CC1
56	C#CCOCCOCCOCCNc1nc(N2CCN(C(=O)[C@H](CC(N)=O)n3cc([C@@H](N)C(C)C)nn3)CC2)nc(N2CCN(C(=O)[C@H](CC(N)=O)n3cc([C@@H](N)C(C)C)nn3)CC2)n1
compound no.	49	50	51	52	53	54	55	56
SR-BI DiI inh	-27	-41	-6	-9	8	-12	-13	12
Wnt act	-2	/	10	16	0	-2	-1	-1
Tat transport	5	11	6	-7	15	-16	13	3
CAL PDZ FP-1	-1.6	-2.0	0.0	-0.6	-1.6	-1.9	0.1	0.6
AddAB inh	-1.1	0.3	4.3	-0.7	-0.7	-0.9	2.1	2.0
Ecoli viability	-1.0	-0.8	2.6	0.0	-2.1	-2.0	0.0	-1.6
MITF act	39	-2	34	18	15	14	10	6
phage Ecoli inh	1.7	1.3	2.1	1.5	1.8	2.7	3.2	2.6
SR-BI DiI-HDL act	27	41	6	9	-8	12	13	-8
CAL PDZ FP-2	-6	-2	-2	-3	-1	0	2	-2
